Bioassay records (PubChem)
aDG glyco act – activators of alpha-DG glycosylation, primary screen, uHTS, Pro5-aDG cells, AlphaScreen. hit rate 0.22% among 360,000. activation, % at 10 µM. alpha-DG glycosylation AlphaScreen (IIH6); 0% Pro5, 100% B10-LARGE cell signal;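 active = activation of at least 8% versus controls, or a plate z-score of at least 8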;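 note: Pro5 are CHO cells carrying HIG-tagged alpha-DG that lacks glycosylation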
H9c2 protect – cardioprotection against H2O2-induced cell death, primary screen, uHTS, H9c2 cells, ATPLite luminescence; H9c2 cardiomyocytes, H2O2 injury protection, 2 h; protection from H2O2 cell death, % at 20 µM; hit rate 0.63% among 360,000; AID 588492, 2011;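 active = compounds giving at least 50% protection of heart cells from peroxide-induced death in the single-dose screen, raw or plate-pattern-corrected value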;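 note: 0% = DMSO wells with peroxide and 100% = DMSO wells without peroxide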
HTR2A ag – mouse Htr2a agonists via beta-arrestin recruitment, primary screen, cell-based, luminescence; 5-hydroxytryptamine receptor 2A (Mus musculus), P35363; CHO-K1 mHTR2A beta-arrestin complementation; percent of 30 µM serotonin response; hit rate 0.66% among 360,000; activation, % at 7.6 µM;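 active = activation above a run cutoff, the mean activation of all tested compounds plus 3 SD, cut at about 14% in these data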;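 note: 0% = plate median of compound wells and 100% = 30 µM serotonin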
iPSC survival up – enhancers of single-cell hiPSC survival, primary screen, ATPlite luminescence | hit rate 0.044% among 360,000 | 100% = ROCK inhibitor wells, 0% = DMSO | AID 602274, 2012 | survival enhancement, % at 20 µM; in the data active = survival enhancement above about 18%;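 note: cells exposed to compounds for 16 hours before the ATP read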
N-glyco inh – increase of ERlucT glycosylation luciferase signal, primary screen, N-linked glycosylation inhibitor project, D54 ERlucT cells, luminescence, set 2 | D54 ERlucT glycosylation luciferase reporter, 24 h; percent of 100 nM tunicamycin response | reporter increase, % at 12.5 µM | hit rate 0.23% among 360,000;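 active = mean luciferase reporter signal, scaled so untreated is 0 and the glycosylation-blocking control 100, at or above a set limit in every replicate; inconclusive = mean reaches the limit but not every replicate does; inactive = mean below the limit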;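 note: luciferase carries N-glycosylation sites so blocking glycosylation raises the light; 0% = median of neutral control wells and 100% = median of 100 nM tunicamycin wells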
PDI inh – inhibitors of human PDI, primary screen, biochemical, turbidity, single point, plate reader. PDI insulin aggregation turbidity, A650, 90 min. hit rate 0.052% among 350,000. inhibition, % at 10 µM;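 active = mean inhibition across replicates of 30% or more, whatever share of single replicates reach that level; inconclusive = mean inhibition below 30% while every single replicate reaches 30%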;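 note: absorbance from insulin aggregation driven by PDI reduction with DTT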
Granule exo inh – LAMP-1 surface exposure blockers, TALL-104 cells – cell-based, flow cytometry, MLPCN library, primary screen; AID 651702, 2012; hit rate 0.66% among 360,000; inhibition, % at 10 µM; TALL-104 LAMP-1 surface exposure; cells stimulated with thapsigargin and PMA;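 active = inhibition above about 55%, limit read from the data; inconclusive = no clear call, values can overlap the other calls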
ABCB6 inh MLPCN – ABCB6 transporter inhibitors, primary screen, K562-ABCB6 cells, flow cytometry, MLPCN library. K562-ABCB6 porphyrin accumulation, 1 h; stronger effect = lower value. fluorescence ratio to DMSO, % at 10 µM. hit rate 0.19% among 360,000;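 active = fluorescence ratio to DMSO below 75%, the collection mean minus 3 SD; inconclusive = too few cells collected in the well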;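 note: signal is porphyrin accumulated inside mitochondria; 100% equals median channel fluorescence of DMSO control wells; lower ratio means ABCB6 inhibition with less porphyrin fluorescence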
Target sequence (Q9NP58 whole entry, looked up): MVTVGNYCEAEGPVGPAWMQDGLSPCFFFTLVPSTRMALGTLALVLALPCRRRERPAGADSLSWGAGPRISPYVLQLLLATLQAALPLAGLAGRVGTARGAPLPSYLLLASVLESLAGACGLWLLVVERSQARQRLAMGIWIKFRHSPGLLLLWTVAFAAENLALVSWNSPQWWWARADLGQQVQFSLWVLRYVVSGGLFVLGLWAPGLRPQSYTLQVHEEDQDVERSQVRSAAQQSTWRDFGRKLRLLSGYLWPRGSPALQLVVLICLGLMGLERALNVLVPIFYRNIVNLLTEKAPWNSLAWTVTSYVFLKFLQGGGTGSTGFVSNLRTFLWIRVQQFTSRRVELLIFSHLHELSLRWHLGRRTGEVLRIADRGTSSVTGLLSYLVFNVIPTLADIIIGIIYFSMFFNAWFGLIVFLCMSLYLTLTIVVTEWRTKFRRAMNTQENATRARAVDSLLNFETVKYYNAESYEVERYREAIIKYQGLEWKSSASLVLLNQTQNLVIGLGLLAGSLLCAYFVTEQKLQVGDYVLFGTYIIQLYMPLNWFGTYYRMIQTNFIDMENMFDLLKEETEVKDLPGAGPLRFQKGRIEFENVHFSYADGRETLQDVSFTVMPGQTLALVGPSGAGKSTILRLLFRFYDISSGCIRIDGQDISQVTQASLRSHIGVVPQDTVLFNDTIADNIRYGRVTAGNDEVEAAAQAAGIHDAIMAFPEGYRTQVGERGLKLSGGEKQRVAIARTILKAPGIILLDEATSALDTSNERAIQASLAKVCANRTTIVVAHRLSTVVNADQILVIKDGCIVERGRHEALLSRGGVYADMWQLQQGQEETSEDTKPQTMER
CaV13 FRET inh – Disruptors of the CACNA1D IQ motif to Ca2+-dependent inactivation inhibitor domain association, primary screening, Förster resonance energy transfer in intact living …; HEK cells, CFP/YFP FRET ICDI-IQ, plate reader, 10 min; percent FRET-ratio fall versus neutral wells; inhibition, % at 12.3 µM; hit rate 0.098% among 340,000; AID 743397;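 active = mean replicate inhibition of at least 30% and at least 1% of replicates passing that level; inconclusive = only one of the two criteria is met; inactive = neither criterion is met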;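 note: 0% = median of the neutral control wells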
Vif inh – HIV Vif self-association inhibitors, primary screen, imaging, HEK293T, single point | inhibition, % at 7.49 µM | hit rate 0.35% among 340,000 | HEK293T cells, Vif self-association by quenched fluorescence, 24 h; in the data active = inhibition above about 50%, passing the limit was not always enough; inconclusive = no clear call, values can overlap the other calls; inactive = below about 31%; note: some results filed as inactive read as strong as hits
The depositor's hits bear a star.

CCOc1cccc2cc(C(=O)N3CC(C)OC(C)C3)c(=O)oc12 (centres undefined) was read as aDG glyco act -0.1, H9c2 protect 15.0, HTR2A ag 5.2, iPSC survival up 0.3, N-glyco inh -0.5, PDI inh -5.7, Granule exo inh 8.2, ABCB6 inh MLPCN 99.0, CaV13 FRET inh -3.5 and Vif inh -1.4.
For Cc1cc(OCC(=O)Nc2ccccn2)c2c(C)c(C)c(=O)oc2c1 the results were aDG glyco act -0.3, H9c2 protect -1.4, HTR2A ag 0.1, iPSC survival up 0.0, N-glyco inh 1.9, PDI inh -3.8, Granule exo inh 0.8, ABCB6 inh MLPCN 97.0, CaV13 FRET inh -2.8 and Vif inh 11.3.
COc1ccc(NC(=O)Cn2c(-c3ccccc3)cc(C(C)=O)c2C)c(OC)c1 was read as aDG glyco act -0.2, H9c2 protect 7.1, HTR2A ag -2.0, iPSC survival up 1.0, N-glyco inh 1.2, PDI inh 0.7, Granule exo inh -3.0, ABCB6 inh MLPCN 102.0, CaV13 FRET inh -18.3 and Vif inh -5.2.
`N#Cc1ccc(/C=N/NC(=O)CCc2ccc(S(=O)(=O)N3CCOCC3)cc2)cc1` gave aDG glyco act -0.3, H9c2 protect -2.5, HTR2A ag 0.1, iPSC survival up -1.1, N-glyco inh 1.4, PDI inh 5.0, Granule exo inh -3.2, ABCB6 inh MLPCN 97.0, CaV13 FRET inh -5.8 and Vif inh -1.5.
Screening CCCn1c(N2CCN(S(=O)(=O)Cc3ccccc3)CC2)nc2ccccc21 returned aDG glyco act 4.6, H9c2 protect 11.4, HTR2A ag -2.0, iPSC survival up 3.8, N-glyco inh 1.8, PDI inh -11.9, Granule exo inh 4.0, ABCB6 inh MLPCN 95.0, CaV13 FRET inh -7.2 and Vif inh -1.8.
Screening CN(CC(=O)Nc1ccc(SC(F)F)cc1)C1CCCCC1 returned aDG glyco act -0.1, H9c2 protect 9.4, HTR2A ag -2.2, iPSC survival up 0.3, N-glyco inh -1.7, PDI inh -1.6, Granule exo inh -5.7, ABCB6 inh MLPCN 101.0, CaV13 FRET inh -1.9 and Vif inh 0.9.
Screening COc1c(C)cc(C(=O)C2CCCN(C(=O)c3cc(C4CC4)[nH]n3)C2)cc1C (centres undefined) returned aDG glyco act 4.4, H9c2 protect -1.1, HTR2A ag -0.3, iPSC survival up -0.1, N-glyco inh 3.9, PDI inh -2.6, Granule exo inh -5.6, ABCB6 inh MLPCN 100.0, CaV13 FRET inh -4.8 and Vif inh -7.7.
`CCOC(=O)c1cnn(-c2ncnc3sc4c(c23)CCC4)c1N` gave aDG glyco act 0.4, H9c2 protect -7.2, HTR2A ag 4.7, iPSC survival up 1.1, N-glyco inh 4.3, PDI inh 0.1, Granule exo inh -0.7, ABCB6 inh MLPCN 101.0, CaV13 FRET inh -8.3 and Vif inh 1.6.
`CCCCCC(=O)N1C[C@H](O)[C@@H](n2cc(-c3ccc(F)cc3)nn2)C[C@@H]1c1ccccc1` gave aDG glyco act 0.0, H9c2 protect -2.9, HTR2A ag -7.2, iPSC survival up -3.1, N-glyco inh 0.6, PDI inh -1.4, Granule exo inh 0.0, ABCB6 inh MLPCN 102.0, CaV13 FRET inh -5.7 and Vif inh -5.4.
CCOC(=O)N1CCN(C(=O)COC(=O)Cc2ccc(OC)cc2)CC1 was read as aDG glyco act -0.1, H9c2 protect -2.7, HTR2A ag -7.1, iPSC survival up -0.1, N-glyco inh -1.0, PDI inh 3.5, Granule exo inh -4.1, ABCB6 inh MLPCN 85.0, CaV13 FRET inh -2.1 and Vif inh -6.7.
Screening O=C(CCCCCNC(=O)c1ccccc1)N/N=C/c1ccco1 returned aDG glyco act 0.2, H9c2 protect 2.4, HTR2A ag 1.9, iPSC survival up -0.3, N-glyco inh -1.3, PDI inh 7.6, Granule exo inh inconclusive, ABCB6 inh MLPCN 104.0, CaV13 FRET inh 4.7 and Vif inh 8.7.
`CCC(CC)C(=O)Nc1ccc(Sc2ccc([N+](=O)[O-])cc2)cc1` gave aDG glyco act 0.2, H9c2 protect -13.8, HTR2A ag -3.1, iPSC survival up -2.9, N-glyco inh -9.4, PDI inh -3.1, Granule exo inh 55.6*, ABCB6 inh MLPCN 94.0, CaV13 FRET inh -7.2 and Vif inh -1.3.
CCN(CC(=O)NCc1ccc(F)cc1)Cc1nc2ccccc2c(=O)[nH]1 was read as aDG glyco act 0.0, H9c2 protect 15.6, HTR2A ag 7.5, iPSC survival up -1.0, N-glyco inh -0.9, PDI inh -1.4, Granule exo inh 1.8, ABCB6 inh MLPCN 86.0, CaV13 FRET inh -4.4 and Vif inh 14.4.
Cc1ccc(OCCC(=O)NNC(=O)c2ccccc2F)cc1 was read as aDG glyco act 0.2, H9c2 protect 2.9, HTR2A ag 0.8, iPSC survival up -0.1, N-glyco inh 3.0, PDI inh -1.0, Granule exo inh -3.8, ABCB6 inh MLPCN 94.0, CaV13 FRET inh -2.4 and Vif inh -2.3.
Screening COc1ccccc1NS(=O)(=O)c1cccc(N=C2N=C(N)c3ccccc32)c1 returned aDG glyco act 0.2, H9c2 protect -1.1, HTR2A ag -2.7, iPSC survival up 0.4, N-glyco inh -0.6, PDI inh -2.9, Granule exo inh -1.3, ABCB6 inh MLPCN 104.0, CaV13 FRET inh -15.2 and Vif inh -4.6.
Cc1cc(/C=N/Nc2nc(N3CCOCC3)nc(N3CCOCC3)n2)c(C)n1-c1ccccc1 was read as aDG glyco act 0.0, H9c2 protect 10.1, HTR2A ag -0.6, iPSC survival up -1.9, N-glyco inh -3.4, PDI inh 0.7, Granule exo inh -1.0, ABCB6 inh MLPCN 135.0, CaV13 FRET inh -30.3 and Vif inh -7.4.
COc1ccc(C(=O)OCC2CC(c3ccccc3)=NO2)cc1OC (centres undefined) was read as aDG glyco act -0.1, H9c2 protect 0.5, HTR2A ag 1.9, iPSC survival up 0.9, N-glyco inh -0.4, PDI inh 0.7, Granule exo inh -0.5, ABCB6 inh MLPCN 106.0, CaV13 FRET inh -2.8 and Vif inh -1.1.
`O=C(CSc1nnc(-c2cccnc2)n1C1CCCCC1)NC1CCCC1` gave aDG glyco act 0.1, H9c2 protect 1.4, HTR2A ag -4.6, iPSC survival up -1.9, N-glyco inh 2.4, PDI inh -16.6, Granule exo inh -2.9, ABCB6 inh MLPCN 99.0, CaV13 FRET inh -4.4 and Vif inh 3.1.
`COc1ccc(Cl)cc1S(=O)(=O)N1CCCC1=O` gave aDG glyco act 0.8, H9c2 protect -2.9, HTR2A ag 1.8, iPSC survival up 2.0, N-glyco inh 1.3, PDI inh -4.5, Granule exo inh 2.5, ABCB6 inh MLPCN 102.0, CaV13 FRET inh 5.4 and Vif inh -2.3.
For O=C(COC(=O)CNS(=O)(=O)c1ccc(F)c(F)c1F)NCCc1ccccc1 the results were aDG glyco act 0.0, H9c2 protect 1.8, HTR2A ag -1.7, iPSC survival up 0.1, N-glyco inh -1.4, PDI inh -1.1, Granule exo inh 2.3, ABCB6 inh MLPCN 104.0, CaV13 FRET inh -5.5 and Vif inh 0.4.
COc1ccc(S(=O)(=O)NNC(=O)Nc2ccccc2OC)c(OC)c1 was read as aDG glyco act 0.5, H9c2 protect 5.0, HTR2A ag 12.8, iPSC survival up -0.3, N-glyco inh 0.0, PDI inh -1.4, Granule exo inh -2.0, ABCB6 inh MLPCN 94.0, CaV13 FRET inh -2.6 and Vif inh 3.4.
`COc1cccc(CSc2nnc(C(F)(F)F)n2Cc2ccc(F)cc2)c1` gave aDG glyco act 0.3, H9c2 protect -3.1, HTR2A ag 3.7, iPSC survival up -2.3, N-glyco inh -3.9, PDI inh 11.1, Granule exo inh 6.3, ABCB6 inh MLPCN 95.0, CaV13 FRET inh -7.7 and Vif inh 4.7.
For COc1ccc(C(=O)NCC(=O)OC2CCCCC2=O)cc1 (centres undefined) the results were aDG glyco act -0.1, H9c2 protect 1.7, HTR2A ag 1.5, iPSC survival up -1.5, N-glyco inh 0.5, PDI inh -6.0, Granule exo inh -3.2, ABCB6 inh MLPCN 91.0 and Vif inh 0.4.
For CNc1ncc(Cc2ccccc2)s1 the results were aDG glyco act -0.3, H9c2 protect 6.3, HTR2A ag -4.6, iPSC survival up 2.9, N-glyco inh 3.0, PDI inh 10.7, Granule exo inh -0.7, ABCB6 inh MLPCN 101.0, CaV13 FRET inh -4.8 and Vif inh 0.5.
For COc1ccc(C(=O)NCc2cccc(Cl)c2)cc1S(=O)(=O)N1CCOCC1 the results were aDG glyco act 0.1, H9c2 protect 5.5, HTR2A ag 4.3, iPSC survival up 2.0, N-glyco inh -0.6, PDI inh -6.2, Granule exo inh -4.8, ABCB6 inh MLPCN 92.0, CaV13 FRET inh -4.2 and Vif inh -8.5.
`CCC(C)(C(=O)NC1CCCCC1)N(Cc1cccs1)C(=O)c1ccc(=O)[nH]c1` (centres undefined) gave aDG glyco act -0.2, H9c2 protect -2.9, HTR2A ag 2.6, iPSC survival up -0.4, N-glyco inh 0.5, PDI inh -3.2, Granule exo inh -2.4, ABCB6 inh MLPCN 99.0, CaV13 FRET inh -4.5 and Vif inh -1.4.
`O=C(NCCCO)c1ccc2[nH]c3c(c2c1)CCCC3` gave aDG glyco act -0.2, H9c2 protect -6.1, HTR2A ag 1.9, iPSC survival up 1.7, N-glyco inh 1.6, PDI inh 15.1, Granule exo inh -0.2, ABCB6 inh MLPCN 101.0 and Vif inh 5.0.
For CCc1nnc(NC(=O)c2ccc(COc3ccccc3Cl)o2)s1 the results were aDG glyco act 0.0, H9c2 protect -1.5, HTR2A ag -5.3, iPSC survival up -0.5, N-glyco inh 0.7, PDI inh 1.9, Granule exo inh -2.0, ABCB6 inh MLPCN 98.0, CaV13 FRET inh -3.3 and Vif inh -2.5.
`O=C(NCC(O)CN1CCOCC1)c1ccc([N+](=O)[O-])cc1` (centres undefined) gave aDG glyco act -0.5, H9c2 protect 7.2, HTR2A ag 6.8, iPSC survival up 1.5, N-glyco inh 0.8, PDI inh -10.4, Granule exo inh -4.3, ABCB6 inh MLPCN 94.0, CaV13 FRET inh -17.8 and Vif inh 5.7.
Screening CC(C)CC(=O)c1c[nH]c(C(=O)NCCc2ccccn2)c1 returned aDG glyco act 0.1, H9c2 protect 6.4, HTR2A ag -5.9, iPSC survival up -3.3, N-glyco inh 0.8, PDI inh -5.9, Granule exo inh 0.4, ABCB6 inh MLPCN 96.0, CaV13 FRET inh -3.8 and Vif inh -5.5.
